# D1 agonist: agonists of human D1 dopamine receptor; P21728; HEK293 T-REx D1 cells, calcium flux, agonist mode; activation, % at 2 µM; hit rate 1% among 360,000; AID 504660; in the data active = activation above about 30%; note: 0% is about no effect
# Target sequence (P21728 whole entry, looked up): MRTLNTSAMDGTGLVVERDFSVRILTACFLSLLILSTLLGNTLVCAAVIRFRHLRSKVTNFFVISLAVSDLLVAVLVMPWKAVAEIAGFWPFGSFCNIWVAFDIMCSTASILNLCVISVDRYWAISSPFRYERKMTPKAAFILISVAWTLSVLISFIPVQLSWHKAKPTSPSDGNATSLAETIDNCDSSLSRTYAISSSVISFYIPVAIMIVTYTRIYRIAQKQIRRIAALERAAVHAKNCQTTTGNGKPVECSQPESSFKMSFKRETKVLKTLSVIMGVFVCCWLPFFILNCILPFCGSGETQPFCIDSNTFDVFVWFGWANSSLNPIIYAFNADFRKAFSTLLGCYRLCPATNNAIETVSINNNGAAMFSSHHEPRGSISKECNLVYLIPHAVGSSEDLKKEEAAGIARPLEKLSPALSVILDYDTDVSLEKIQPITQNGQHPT
#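 Agonism was scored from calcium flux recorded over 180 s (1 read/s) after pintool compound addition, following a 10-cycle baseline. Cells were inducible force-coupled HEK293 TREx D1, plated overnight at 30 C and loaded with no-wash calcium dye.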
# LDHA inh: blocks human lactate dehydrogenase A; P00338; purified LDHA, NADH/diaphorase-resazurin fluorescence; stronger effect = lower value; activity change, % (values are at about 110 or 230 µM); hit rate 0.15% among 480,000; in the data active = activity change below about -30%; inconclusive = mostly about -25% to -30%;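 note: plate controls were DMSO wells for no effect and wells without enzyme for full effect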
#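 Human LDH5 at 2 nM final in Tris HCl pH 7.4 with 0.06 mM NADH and 0.2 mM pyruvate, reacted 5 minutes at room temperature. Remaining NADH coupled via diaphorase/resazurin; resorufin fluorescence read at 0 and 20 minutes, normalized to enzyme-free and DMSO wells.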
# Vif-APOBEC3F blk: blocks the Vif interaction with APOBEC3F | AID 602313 | Potency, µM (top dose mostly 46.1 µM), for the others: at the top dose activity, negative = active | hit rate 0.2% among 390,000 | HeLa A3F-eYFP + Vif (tagged APOBEC3F with the HIV-1 protein that degrades it), YFP fluorescence increase; note: potency is the fitted concentration of half-maximal effect; % of control where 0% means no effect; nearly all actives have a fitted effect of over 65% in size
#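 Fluorescence increase (Ex 488/Em 500-530) after overnight compound treatment at 37 deg C flags inhibition of Vif-driven A3F-eYFP loss in stable HeLa A3F-eYFP/Vif cells seeded overnight beforehand.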
# D1 antag: blocks dopamine activation of the human D1 receptor; P21728; HEK293 TREx D1 cells, calcium flux, dopamine EC80; stronger effect = lower value; activity change, negative = inhibition, % at 10 µM; hit rate 3.2% among 360,000; AID 504652; in the data active = activity change below about -30%; note: % is set by controls: 0 for no effect and ±100 for the full control effect
#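 Antagonism measured as reduced calcium response to an EC80 dopamine addition following 180 s compound pre-read; cells were inducible HEK293 Trex D1 plated overnight at 30 C, read kinetically at 1 cycle/sec.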
# D2 PAM: positively modulates the human D2 dopamine receptor allosterically; HEK293 T-REx D2, calcium flux, EC20 dopamine potentiation; P14416; potentiation, % at 10 µM; hit rate 0.34% among 340,000;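 active = potentiation over 3 SD above the plate norm, cut at about 30% in these data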; note: 0% is about no effect
#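 Tetracycline-induced Hek293 Trex D2 cells, force-coupled to calcium, loaded with no-wash calcium dye. Compound added with 180 s kinetic read for agonism, then EC20 dopamine and a further 180 s read for potentiation.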
# Vif-APOBEC3G blk: Vif-A3G binding inhibition | Q9HC16 | HeLa A3G-eYFP + Vif (tagged APOBEC3G with the HIV-1 protein that degrades it), YFP fluorescence, overnight | Potency, µM (top dose mostly 46.1 µM), without a hit: at the top dose activity, negative = active, usual class: inhibitors | hit rate 0.076% among 410,000 | AID 602310;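 note: potency is the fitted concentration of half-maximal effect; % is set by controls: 0 for no effect and ±100 for the full control effect; nearly all actives have a fitted effect of over 60% in size; hits raise eYFP signal because A3G escapes Vif-driven loss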
# Target sequence (Q9HC16 whole entry, looked up): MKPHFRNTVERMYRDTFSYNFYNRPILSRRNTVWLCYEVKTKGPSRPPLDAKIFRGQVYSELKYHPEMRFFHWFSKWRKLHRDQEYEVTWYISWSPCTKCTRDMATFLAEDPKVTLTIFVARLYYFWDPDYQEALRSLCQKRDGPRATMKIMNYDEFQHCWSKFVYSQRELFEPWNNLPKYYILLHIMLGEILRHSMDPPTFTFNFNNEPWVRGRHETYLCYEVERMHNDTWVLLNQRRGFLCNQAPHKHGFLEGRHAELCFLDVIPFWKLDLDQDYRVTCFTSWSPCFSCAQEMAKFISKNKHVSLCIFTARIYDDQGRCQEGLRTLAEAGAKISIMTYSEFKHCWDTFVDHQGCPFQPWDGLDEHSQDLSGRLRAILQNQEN
#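 HeLa cells stably expressing Vif and C-terminally eYFP-tagged A3G, seeded overnight at 37 deg C, then exposed to compound by pintool overnight at 37 deg C. Rise in yellow fluorescence (Ex 488/Em 500-530, Acumen) marks blocked Vif-driven A3G degradation.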
# GRP78 ERSR act: ER stress response induction in glioma | U87-MG GRP78 promoter luciferase reporter, 16 h | Potency, µM, for the others: at the highest dose activation, actives largely listed as activators | hit rate 0.02% among 420,000 | AID 602332; note: potency is the fitted concentration of half-maximal effect; series mostly up to about 76 µM; % of control where 0% means no effect; nearly all actives have a fitted effect of over 35% in size
#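 Stably transfected U87-MG human glioma cells carrying a GRP78-based luminescent sensor were seeded at 1000 cells/well, pin-dosed with compounds and incubated 16 h. Luciferase reagent was then added, and end-point luminescence was read after 10 min at room temperature.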
# D1 potentiator: enhances dopamine response at the human D1 receptor. P21728. HEK293 TREx D1 cells, calcium flux, dopamine EC20 potentiation. potentiation, % at 10 µM. hit rate 0.036% among 360,000; in the data active = potentiation above about 30%; note: 0% is about no effect
# RXFP1 agonist: agonists of human relaxin receptor RXFP1 | HEK293T-RXFP1 cAMP TR-FRET, 30 min; response scale: percent of porcine relaxin response, buffer zero | hit rate 0.3% among 370,000 | Q9HBX9 | Potency, µM (doses to about 57.5 µM), for the others: at the top dose activation, hits mostly activators; note: potency is the fitted concentration of half-maximal effect; % is set by controls: 0 for no effect and ±100 for the full control effect; nearly all actives have a fitted effect of over 60% in size; many of its hits are not listed in these tables
#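 HEK293 cells stably expressing RXFP1, treated 30 min at 37C with compounds plus PDE4 inhibitor Ro 20174; cAMP measured by HTRF TR-FRET. Normalized to buffer and 29 nM porcine relaxin; EC50 by Hill fit.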
# Active calls of the source: *; u = inconclusive; x = no result given; & = joins results of further samples. Unless noted, calls come from the whole dose curve; as a rule, active = well fitted curve in the direction sought with a large enough effect; inconclusive = small, poorly fitted or top-dose-only effect, or another doubt; inactive = no such curve, though single readings can be large; an effect the other way counts as inactive or inconclusive. This is a subset (hit frequency here may not be typical).
SMILES,D1 agonist,LDHA inh,Vif-APOBEC3F blk,D1 antag,D2 PAM,Vif-APOBEC3G blk,GRP78 ERSR act,D1 potentiator,RXFP1 agonist
CCOc1ccccc1-c1nn2c(Cc3ccccc3)nnc2s1,1.7,-3.1,-15.1%,-11.5,-3.6,0.8%,0.6%,2.4,6.1%
CNc1nc(-c2ccc(Cl)cc2)cs1,7.6,-1.6,x,-2.5,x,-0.3%,3.2%,-2.9,-0.8%
CC(=O)COc1ccccc1OC(=O)c1ccco1,2.1,-2.4,1.3%,1.6,-2.2,-0.1%,-4.1%,-3.5,0.4%
CC[C@H]1OC(=O)[C@H](C)[C@@H](O[C@H]2C[C@@](C)(OC)[C@@H](O)[C@H](C)O2)[C@H](C)[C@@H](O[C@@H]2O[C@H](C)C[C@H](N(C)C)[C@H]2O)[C@](C)(OC)C[C@@H](C)C(=O)[C@H](C)[C@@H](O)[C@]1(C)O,1.0,-7.6,3.0%,-0.2,20.1,-2.4%,-2.5%,-0.4,-0.9%
COC(=O)CSc1nc2c(c(=O)[nH]c(=O)n2C)n1CCC(C)C,-0.1,-2.5&2.2,-5.8%,-6.6,15.1,-2.3%,-4.1%,-0.8,1.4%
CCc1ccc(NC(=O)Cn2c(=O)n(CCCC(=O)NCCc3ccc(OC)c(OC)c3)c(=O)c3ccccc32)cc1,-0.9,-7.9,2.2%,-9.4,-3.7,-2.8%,-1.8%,2.5,5.3%
Cc1occc1C(=O)N/N=C/c1ccc(N(C)C)cc1,2.1,0.5,4.6%,-17.6,-3.8,-5.3%,-14.8%,-0.6,-0.2%
CCc1ccccc1NC(=O)CN1CCN(C(=O)CNC(=O)c2ccccc2F)CC1,0.4,2.9,0.8%,3.9,-9.1,-4.2%,-2.1%,-3.8,-0.3%
CCCNc1nc(Cl)nc(NC(C)(C)C)n1,0.1,-1.0,-38.6%,-8.7,22.3,-2.2%,-3.1%,3.9,-0.6%
Cc1ccccc1N1CCN(CCCCN2C(=O)C3CCCN3C2=O)CC1 (centres undefined),6.8,-4.2,0.1%,-57.3*,-18.7,0.7%,-0.2%,-11.2,2.5%
CCOC(=O)c1c(NC(=O)CCl)sc(CN(C)C)c1-c1ccccc1,2.4,-0.3,12.0%,3.1,0.5,-10.4%,-13.1%,-4.8,0.8%
C[C@@H]1CN([C@H](C)CO)C(=O)CCCn2cc(nn2)CO[C@H]1CN(C)C(=O)Nc1ccc(-c2cccs2)cc1,x,5.8,0.8%,x,x,4.2%,0.6%,x,x
CN1C(=O)S/C(=C/c2cccn2-c2cccc(C(=O)O)c2)C1=O,6.6,-4.3,15.5%,-9.5,2.1,-9.9%,2.1%,x,2.3%
COc1ccc(NC(=O)c2ccc3c(c2)CCN3S(=O)(=O)c2ccccc2)c(OC)c1,7.2,-1.9,-0.1%,4.0,5.9,-1.1%,-1.3%,-2.5,-4.7%
CN(C(=O)COc1ccc(Cl)cc1Br)C1CCCCC1,2.9,-4.2,1.8%,-8.1,-1.4,-3.1%,0.9%,-0.4,0.6%
COc1ccc(C(=O)NCC(=O)N/N=C/c2c(C)[nH]c3ccccc23)cc1,5.0,-6.9,1.6%,-2.0,-4.1,-0.2%,-2.2%,-0.7,-0.1%
COc1ccc(Sc2nc(-c3ccccn3)ncc2OC)cc1,2.2,-1.9,u,7.8,0.1,2.9%,-1.0%,-0.6,0.0%
COC(=O)c1ccc(CNC(=O)c2ccc(COc3ccccc3)cc2)cc1,7.4,-4.1,-7.3%,-9.0,15.6,0.0%,-3.3%,1.0,-7.2%
CCOc1ccccc1CN1CCC(N2CCC(C(=O)NC3CC3)CC2)CC1,1.1,-0.6,10.0%,0.7,13.3,2.4%,0.7%,-4.0,0.0%
N=c1c2c(-c3ccccc3)c(-c3ccccc3)oc2ncn1CCN1CCOCC1,8.6,-1.8,-0.9%,-8.2,20.3,1.0%,-13.5%,-3.2,0.5%
COc1ccc(CN2CCOCCOCCOCC2)cc1,4.5,-0.6,-4.2%,-10.3,10.9,0.0%,-5.7%,-3.4,2.2%
CN1C(=O)c2ccc(C(=O)Nc3cccnc3)cc2C1=O,0.2,-1.2,0.7%,-10.0,7.3,-0.7%,-3.6%,-3.9,3.1%
COc1ccc(-n2nc(C(=O)N3CCN(c4cccc(C)c4)C(C)C3)c3c4ccccc4n(C)c3c2=O)cc1Cl (centres undefined),0.9,-6.1,-4.8%,-8.9,-3.2,6.1%,-2.3%,4.5,-1.6%
O=C1CCC(C(=O)OCC(=O)N2N=C3/C(=C/c4ccccc4)CCCC3C2c2ccccc2)N1 (centres undefined),-1.5,7.1,-3.4%,7.3,-1.5,1.5%,-4.7%,0.0,1.4%
COc1ccc(CCNC(=O)C2CCC(=O)N(C3CCCCCC3)C2)cc1 (centres undefined),5.0,-1.8,2.2%,-25.1,-4.2,-2.2%,-3.2%,-0.3,-1.9%
SMILES,D1 agonist,LDHA inh,Vif-APOBEC3F blk,D1 antag,D2 PAM,Vif-APOBEC3G blk,GRP78 ERSR act,D1 potentiator,RXFP1 agonist
CCc1nnc(NC(=O)c2ccc(S(=O)(=O)NCC(C)C)cc2)s1,1.0,-4.7,1.2%,-8.2,6.6,3.3%,2.5%,-3.1,0.5%
CC(C)C(OC(=O)c1ccco1)C(=O)NCc1cccs1 (centres undefined),1.3,-6.3,2.4%,0.7,7.9,0.3%,-3.9%,-3.6,0.3%
COc1ccccc1S(=O)(=O)N(C)C[C@H]1Oc2cc(Br)ccc2S(=O)(=O)N([C@@H](C)CO)C[C@H]1C,x,1.6,-0.4%,x,x,4.2%,-6.2%,x,x
Cc1ccc(S(=O)(=O)Nc2cccnc2)cc1C,1.1,-2.5,-15.7%,-2.1,6.4,-0.1%,-4.5%,-9.6,3.7%
Cn1c(CNC(=O)C2CCCCC2)cc2ccccc21,1.0,-1.5,-14.7%,0.3,-5.0,-6.9%,-1.1%,-0.4,2.3%
COc1ccc(N2C(=O)CC(NNc3nc4ccccc4s3)C2=O)cc1 (centres undefined),1.3,-1.1,2.3%,1.5,7.6,-1.5%,-4.0%,-2.8,0.0%
O=C(Nc1ccc(O)cc1)/C(=C\C=C\c1ccccc1)NC(=O)c1ccccc1,2.0,-13.0,2.5%,-31.9*,-11.2,-16.5%,-2.0%,3.6,0.8%
c1ccc(-c2cnc(CSc3ncnc4sccc34)o2)cc1,-1.9,3.4,1.7%,20.4,14.5,-5.1%,-1.3%,-3.4,1.6%
CC(=O)Nc1nc(-c2cccc3ccccc23)cs1,-1.3,-2.7,-17.4%,2.4,1.4,-2.8%,2.4%,2.8,16.2%
C#CCOC(=O)Nc1ccc(=O)n(Cc2c(Cl)cccc2Cl)c1,x,0.0,-16.4%,x,x,-5.9%,3.9%,x,2.9%
Cc1cc(C)c(SCCc2ccncc2)c(C)c1,16.5,-1.1,7.5%,-8.5,-5.3,-1.6%,-2.8%,-1.8,-2.5%
O=C(Nc1ccccc1N1CCCCC1)C1CCN(S(=O)(=O)c2cccc(C(F)(F)F)c2)CC1,3.5,-1.0,2.3%,-16.0,2.8,-5.9%,-4.6%,-1.6,0.9%
COc1ccc(OCc2nnc(SCC(=O)NCc3ccco3)o2)cc1,3.3,-5.0,4.3%,16.7,-1.6,-0.3%,-3.8%,-3.0,0.8%
O=C(O)C1C2C=CC(C2)C1C(=O)NCc1ccc(Cl)cc1Cl (centres undefined),1.1,-4.2,-3.3%,7.0,5.9,2.2%,-4.1%,0.4,4.5%
CCCCNc1nc2c(c(=O)[nH]c(=O)n2C)n1CCCc1ccccc1,x,-1.1,2.0%,x,x,-2.7%,-5.3%,x,x
CON(C)S(=O)(=O)NC(=O)C1=C(N2CCCC2)COC1=O,0.1,-7.9,3.4%,x,8.9,-2.6%,1.8%,2.9,0.5%
COc1cccc(CNC(=O)C2CCCN(S(C)(=O)=O)C2)c1 (centres undefined),1.7,-4.6,-1.5%,-3.8,-3.1,-3.0%,0.6%,-1.2,1.7%
CCOC(=O)C(C)c1nn(C)c(=O)c2ccccc12 (centres undefined),6.3,-2.8,-0.3%,-0.8,-7.2,0.5%,1.4%,-5.8,0.5%
O=C(/C=C/c1cccs1)Nc1ccc([N+](=O)[O-])cc1,8.9,-2.4,0.6%,-21.5,-22.1,0.5%,3.9%,0.1,0.8%
CC(OC(=O)c1cnc2ccccc2n1)c1ccccc1Cl (centres undefined),7.0,11.4,-7.6%,-20.1,2.9,0.4%,4.6%,x,4.4%
Cc1cc(NC(=O)CCCC(=O)OCC(F)(F)C(F)F)cc(C)c1C(=O)O,1.9,0.2,x,-0.8,x,0.5%,-2.8%,0.7,2.2%

# Looked up one by one from above, 3 records:
SMILES,D1 agonist,LDHA inh,Vif-APOBEC3F blk,D1 antag,D2 PAM,Vif-APOBEC3G blk,GRP78 ERSR act,D1 potentiator,RXFP1 agonist
CCc1nnc(NC(=O)c2ccc(S(=O)(=O)NCC(C)C)cc2)s1,1.0,-4.7,1.2%,-8.2,6.6,3.3%,2.5%,-3.1,0.5%
O=C(O)C1C2C=CC(C2)C1C(=O)NCc1ccc(Cl)cc1Cl (centres undefined),1.1,-4.2,-3.3%,7.0,5.9,2.2%,-4.1%,0.4,4.5%
CC(OC(=O)c1cnc2ccccc2n1)c1ccccc1Cl (centres undefined),7.0,11.4,-7.6%,-20.1,2.9,0.4%,4.6%,x,4.4%

# Some of the entries so far, as labelled records:
COc1cccc(CNC(=O)C2CCCN(S(C)(=O)=O)C2)c1 (centres undefined)
  D1 agonist = 1.7	LDHA inh = -4.6	Vif-APOBEC3F blk = -1.5%	D1 antag = -3.8	D2 PAM = -3.1	Vif-APOBEC3G blk = -3.0%	GRP78 ERSR act = 0.6%	D1 potentiator = -1.2	RXFP1 agonist = 1.7%
CCOC(=O)C(C)c1nn(C)c(=O)c2ccccc12 (centres undefined)
  D1 agonist = 6.3	LDHA inh = -2.8	Vif-APOBEC3F blk = -0.3%	D1 antag = -0.8	D2 PAM = -7.2	Vif-APOBEC3G blk = 0.5%	GRP78 ERSR act = 1.4%	D1 potentiator = -5.8	RXFP1 agonist = 0.5%
